NALP1 yeast inh – NALP1 inflammasome inhibitors in reconstituted yeast, colorimetric, S. cerevisiae, triplicate retest; S. cerevisiae NALP1/ASC/caspase-1 growth, X-gal OD620, 72 h; inhibition, % at 10 µM; actives 0.61% (n = 280,000); in the data active = inhibition mostly above about 24%, no sharp cut-off; inactive = mostly below about 32%; note: some compounds called inactive have numbers as strong as hits
IDE cell inh – human IDE inhibitors in live cells, primary screen, fluorescence polarization, HEK cells, FAbetaB substrate | Insulin-degrading enzyme (Homo sapiens), P14735 | FAbetaB cleavage | inhibition, % at 5.59 µM | actives 0.41% (n = 320,000) | AID 434962, 2010;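 active = percent inhibition above the average of all tested compounds plus 3 SD, set per screening campaign, cut at about 16% in these data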;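 note: IDE supplied by intact live HEK cells; FP after avidin binding of uncleaved biotin substrate so inhibition keeps polarization high; 0% = DMSO wells and 100% = 60 µM reference IDE inhibitor Ii1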
Target sequence (P14735 whole entry, looked up): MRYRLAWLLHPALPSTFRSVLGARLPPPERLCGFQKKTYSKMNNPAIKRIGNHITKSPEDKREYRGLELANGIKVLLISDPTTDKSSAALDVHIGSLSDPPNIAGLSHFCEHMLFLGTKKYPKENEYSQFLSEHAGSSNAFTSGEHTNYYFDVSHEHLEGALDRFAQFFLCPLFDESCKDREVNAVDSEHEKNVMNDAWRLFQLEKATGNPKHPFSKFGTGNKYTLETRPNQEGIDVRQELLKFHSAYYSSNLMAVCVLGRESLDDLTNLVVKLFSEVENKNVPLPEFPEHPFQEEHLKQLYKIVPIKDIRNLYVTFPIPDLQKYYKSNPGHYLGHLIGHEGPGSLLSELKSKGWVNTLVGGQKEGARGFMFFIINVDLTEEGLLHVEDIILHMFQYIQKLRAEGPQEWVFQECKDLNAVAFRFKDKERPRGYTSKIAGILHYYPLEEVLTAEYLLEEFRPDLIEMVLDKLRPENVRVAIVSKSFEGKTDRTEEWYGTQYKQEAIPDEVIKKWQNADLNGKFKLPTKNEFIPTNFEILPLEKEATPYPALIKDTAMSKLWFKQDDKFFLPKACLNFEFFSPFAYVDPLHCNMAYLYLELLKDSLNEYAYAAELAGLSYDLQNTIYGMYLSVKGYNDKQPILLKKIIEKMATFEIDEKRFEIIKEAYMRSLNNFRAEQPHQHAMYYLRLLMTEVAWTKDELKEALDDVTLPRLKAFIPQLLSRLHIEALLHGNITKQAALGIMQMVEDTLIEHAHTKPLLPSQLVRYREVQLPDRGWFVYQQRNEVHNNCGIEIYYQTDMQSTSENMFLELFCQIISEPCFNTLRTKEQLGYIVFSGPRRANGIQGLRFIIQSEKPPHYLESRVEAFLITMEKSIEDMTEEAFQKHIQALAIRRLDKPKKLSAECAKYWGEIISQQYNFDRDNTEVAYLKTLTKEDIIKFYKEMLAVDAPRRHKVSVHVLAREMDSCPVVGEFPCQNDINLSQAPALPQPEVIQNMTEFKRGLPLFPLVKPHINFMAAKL
IMP-1 inh – IMP-1 metallo-beta-lactamase inhibitors, primary screen, biochemical, epi-absorbance readout, Pseudomonas aeruginosa enzyme | metallo-beta-lactamase IMP-1 (Pseudomonas aeruginosa) | purified IMP-1, nitrocefin hydrolysis, epi-absorbance fluorescence | inhibition, % at 5.6 µM | actives 0.45% (n = 290,000) | AID 1556, 2009;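 active = inhibition above the mean plus 3 SD of all compounds in the same screening run, cut at about 4.5% in these data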;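 note: 0% = IMP-1 with DMSO and 100% = DMSO wells lacking enzyme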
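Test system: recombinant IMP-1 enzyme, purified / Medium: HEPES buffer pH 7.1 with ZnSO4 and Brij 35 / Doses: single dose, 5.6 µM / Times: 25 °C, 15 min preincubation, 25 min reaction / Detection: Epi-absorbance via hydrolysed-nitrocefin quenching of white-plate fluorescence, 480/530 nm, EDTA stop / Evaluation: percent inhibition from optical density relative to buffer-blank wells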
GPR7 antagonist – GPR7 receptor antagonists, primary screen, cell-based, fluorescence, single concentration; Neuropeptides B/W receptor type 1 (Homo sapiens), P48145; GPR7-expressing cells, fluorescence antagonist assay; inhibition, % at 4.4 µM; actives 1.1% (n = 290,000); in the data active = inhibition above about 16%, passing the limit was not always enough;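 note: cells stimulated with the agonist NPW; 0% = agonist with vehicle and 100% = vehicle without agonist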
IDE cell activ – human IDE activators in live cells, primary screen, fluorescence polarization, HEK cells, FAbeta-B substrate | Insulin-degrading enzyme (Homo sapiens), P14735 | actives 0.073% (n = 340,000) | activation, % at 5.96 µM | FAbeta-B cleavage; 0% vehicle, 100% cell-free pure enzyme wells | AID 493087, 2011;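 active = activation above the mean of all tested compounds plus 3 SD, set per screening campaign, cut at about 17% in these data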
pCIP destab – p/CIP-EGFP fusion destabilizers, primary screen, fluorescence, F442A cells; AID 1984, 2009; decrease of EGFP signal, % at 10 µM; 16 h; actives 0.01% (n = 290,000); Q05BA5;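 active = EGFP signal decrease of at least 30% at 10 µM or well 3 SD below plate mean, unless failing retest; inactive = the rest, including hits failing retest or dose response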; note: some compounds called inactive have numbers as strong as hits; many of its hits are not listed in these tables
PfM18AAP inh – PfM18AAP inhibitors, malaria aminopeptidase, primary screen, biochemical, QFRET, recombinant enzyme | actives 1.2% (n = 290,000) | inhibition, % at 7.35 µM | H-Glu-NHMec fluorogenic cleavage;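 active = inhibition above the campaign mean inhibition over all tested compounds plus 3 SD, cut at about 28% in these data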;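 note: 0% = plate median of test compound wells and 100% = 2 mM ZnCl2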
PHOSPHO1 inh – PubChem AID 1565; inhibition, % at 13.3 µM; recombinant PHOSPHO1, absorbance phosphatase assay; actives 1.1% (n = 290,000); Phosphoethanolamine/phosphocholine phosphatase (Homo sapiens), Q8TCT1; in the data active = inhibition above about 60%
VIM-2 inh – VIM-2 metallo-beta-lactamase inhibitors, primary screen, biochemical, epi-absorbance readout, Pseudomonas aeruginosa enzyme | purified VIM-2, nitrocefin hydrolysis, epi-absorbance fluorescence | inhibition, % at 5.6 µM | actives 0.89% (n = 290,000) | AID 1527, 2009;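 active = inhibition above the mean of all tested compounds plus 3 SD, cutoff set per screening run, cut at about 7.5% in these data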;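 note: red hydrolysis product quenches plate fluorescence so inhibitors raise well fluorescence; 0% = enzyme with DMSO and 100% = DMSO without enzyme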
* hit, by the source's call; . = not tested or not shown.

The opening three compounds (preview)
PHOSPHO1 inh,IDE cell activ,VIM-2 inh,GPR7 antagonist,PfM18AAP inh,pCIP destab,IMP-1 inh,NALP1 yeast inh,IDE cell inh,compound
12,-2,-2.6,-10,6,-2,2.8,20,4,O=C(CSc1ncnc2c1cnn2CCc1ccccc1)Nc1cccc(C(F)(F)F)c1
9,0,-3.0,14,3,4,-2.9,-3,2,CC(=O)NS(=O)(=O)c1ccc(NC(=O)/C=C/c2ccccc2Cl)cc1
32,2,-1.7,-2,3,-22,-1.8,6,-1,CCOC(=O)c1cc2c(=O)n3ccccc3nc2n(CCOC)c1=NC(=O)c1c(-c2c(F)cccc2Cl)noc1C

The whole of this part, previewed entries included:
PHOSPHO1 inh,IDE cell activ,VIM-2 inh,GPR7 antagonist,PfM18AAP inh,pCIP destab,IMP-1 inh,NALP1 yeast inh,IDE cell inh,compound
12,-2,-2.6,-10,6,-2,2.8,20,4,O=C(CSc1ncnc2c1cnn2CCc1ccccc1)Nc1cccc(C(F)(F)F)c1
9,0,-3.0,14,3,4,-2.9,-3,2,CC(=O)NS(=O)(=O)c1ccc(NC(=O)/C=C/c2ccccc2Cl)cc1
32,2,-1.7,-2,3,-22,-1.8,6,-1,CCOC(=O)c1cc2c(=O)n3ccccc3nc2n(CCOC)c1=NC(=O)c1c(-c2c(F)cccc2Cl)noc1C
23,-5,-1.2,-1,3,-10,-2.6,9,-2,COc1ccccc1C(=O)Nc1ccc(S(=O)(=O)NC2=NCCCCC2)cc1
-8,-2,-4.7,-8,1,-4,-3.6,0,-2,COC(=O)C(C(=O)OC)C(C(C)C)C(C(=O)OC)C(=O)OC
0,5,-1.5,-13,1,-6,-2.3,19,-2,CCOC(=O)C1=C(C)NC(C)=C(C(=O)OCC)C1c1ccc(Br)o1
-13,6,-2.9,-5,-1,10,-0.6,20,1,O=C(NCCc1ccccc1)C1c2ccccc2C(=O)N1Cc1cccs1 (configuration not stated)
28,4,-1.4,4,7,-5,-3.6,-5,-1,CN(C)c1ccc(C(=O)OCC(=O)N2CCOCC2)cc1
1,3,-5.0,0,3,-17,-3.3,19,7,CCOC(=O)c1c(NC(=O)CN2CCCc3ccccc32)sc(C(C)=O)c1C
14,6,-4.4,-5,-3,-5,-3.1,-9,4,Cc1cccc(C)c1NC(=O)CSc1nnc([C@H](C)NC(=O)OC(C)(C)C)o1
10,4,-1.3,2,1,-3,-1.6,12,4,COc1ccc(N(CC(=O)NCc2ccco2)S(=O)(=O)c2ccc(C)cc2)cc1OC
6,1,-3.6,-7,-8,-9,-3.3,.,6,CCOC(=O)N1CCN(C(=O)CSc2nnc(Cc3ccccc3)o2)CC1
-12,5,-4.3,0,-2,8,-3.9,36,-4,Cc1cc(C)c(C)c(C(=O)COC(=O)CNC(=O)CN2C(=O)c3ccccc3C2=O)c1C
39,-7,-1.8,6,-8,-4,-1.3,17,-2,CCN(c1ccccc1)S(=O)(=O)c1cc2c(cc1C)n(C)c(=O)c(=O)n2C
11,-2,-3.3,-14,4,2,-3.3,-4,3,O=C(Nc1cccc2ncccc12)c1ccc(Br)c([N+](=O)[O-])c1
8,3,-1.4,-2,2,0,-1.9,.,1,CCCCC1(CO)C(=O)N(c2ccccc2)N(c2ccccc2)C1=O
7,1,-0.5,1,-5,6,-1.0,16,1,N=c1c2c3c(sc2ncn1Cc1ccco1)CCCCC3
16,1,-2.0,9,-1,0,-2.2,39,-3,O=C(c1cccc(Cl)c1)N1CCC(=O)N(C(COCc2cccc(Cl)c2)Cc2ccccc2)CC1 (configuration not stated)
1,7,-1.2,-18,4,6,-2.7,6,5,Cc1cccc(Nc2nc(N)c([N+](=O)[O-])c(NCCO)n2)c1
23,3,-0.9,-8,0,2,-2.3,-10,4,COc1ccc(Oc2ccc3c(C(F)(F)F)cc(C(F)(F)F)nc3n2)cc1
5,4,-1.2,-1,-4,-1,-4.0,35,6,O=C(OCC(=O)N1CCc2ccccc21)c1c2c(nc3ccccc13)CCCCC2
12,2,-1.6,-12,2,-1,-4.4,14,1,COc1ccc(CCN2CC(C(=O)N(C)C3CCOCC3)CCC2=O)cc1 (configuration not stated)
17,2,1.9,-1,-13,8,-1.6,6,2,Cn1c(N)c(S(=O)(=O)c2ccc(Br)cc2)c2nc3ccccc3nc21
-4,-4,-2.6,-3,-2,0,-0.1,.,-1,COc1ccc(C(=O)NC(=S)Nc2ccc(N3CCCC3)cc2)cc1OC
41,-2,-1.9,1,6,-2,-3.1,8,1,Cc1ccc(S(=O)(=O)NCC(C)n2cncn2)cc1 (configuration not stated)
-5,4,2.0,-7,5,14,-3.4,6,1,CCOC(=O)N1CCN(C(=O)CSc2ccc3nnc(-c4ccncc4)n3n2)CC1
37,-5,-0.8,-4,-3,-2,0.2,20,0,CC(C)(C)NC(=O)c1ccc2c3c(cccc13)CC2
8,2,-1.7,-1,-7,-8,-2.3,12,4,COc1ccc(CC(=O)N(C)C2CCCCC2)cc1S(=O)(=O)N1CCOCC1
-11,1,-1.5,7,-8,3,0.8,-11,5,CC(=O)N1Cc2cc([N+](=O)[O-])ccc2Oc2ccccc21
32,-6,-0.7,-5,-4,-10,-1.1,17,1,O=C(Nc1ccc(S(=O)(=O)NCC2CCCO2)cc1)c1ccccc1 (configuration not stated)
25,5,-2.1,-1,-1,-8,-0.8,7,0,Cc1ccc(SCC(=O)NC2CCS(=O)(=O)C2)cc1 (configuration not stated)
37,2,0.2,-10,-1,-26,-2.8,-4,6,CN(C)CC#CCOC(c1ccccc1)c1ccccc1
-7,-1,-2.1,-7,2,-4,-3.0,.,4,CN(C(=S)Nc1ccc(Oc2ccccc2)cc1)C1CCCCC1
-18,4,-2.5,8,-2,1,-2.7,29*,1,Brc1cccc(-c2n[nH]c(-c3ccccc3)n2)c1
29,0,-1.9,2,0,-4,-0.9,-5,5,CC(C)Cn1c(CN2CCN(C)C(CCO)C2)nc2ccccc21 (configuration not stated)
14,7,-3.6,-1,-6,6,0.1,-8,0,COc1ccc(N2CCN(Cc3cc(=O)oc4ccc(C)cc34)CC2)cc1
2,3,-1.3,-1,13,0,-3.2,24,3,C=CCN(C(=O)Nc1ccc2oc(C)nc2c1)c1ccccc1
-6,4,-6.8,-3,5,3,-4.5,10,5,COC(=O)CSC1=C(C#N)C(c2ccc(Cl)cc2)C(C(=O)OC)C(=O)N1 (configuration not stated)
17,5,-1.3,-11,-4,-12,-5.4,8,6,Cc1ccc(NS(=O)(=O)c2ccc(-n3cccn3)cc2)c(C)c1
30,0,3.3,-1,-6,-18,-4.3,7,-3,O=C(NCC1CCCO1)C1CCN(C2CCN(C(=O)C3CCCCC3)CC2)CC1 (configuration not stated)
24,1,-1.5,-10,-1,-8,-3.5,0,-2,CCOc1ccc(N2CC(C(=O)Nc3ccccc3C(=O)N3CCOCC3)CC2=O)cc1 (configuration not stated)
40,-5,-0.4,-8,0,-2,-1.3,-58,3,CCn1nc(C)c(Br)c1-c1nc(CS(=O)(=O)c2ccc(F)cc2)no1
21,-1,-3.1,-3,5,-13,-2.6,-6,3,Cn1c(=O)c2c(nc(SCc3cccnc3)n2Cc2ccc(F)cc2)n(C)c1=O
2,0,-3.4,-11,-8,-4,-1.6,2,3,O=C(CSc1nc2ccccc2o1)NC1CCCC1
17,-3,0.8,-5,-4,6,-0.8,10,1,CCOc1ccc(N(CC(=O)NCC2CCCO2)S(=O)(=O)c2ccc(C)cc2)cc1 (configuration not stated)
2,4,-1.0,-3,-4,9,-3.3,25,3,O=C(Nc1cccc2ccccc12)c1ccc(F)cc1
45,4,-0.7,7,0,-9,-2.3,2,-4,CCN1CCCC1CNC(=O)CCc1nnc(CCC2CCCCC2)o1 (configuration not stated)
15,10,-3.1,-6,2,3,-3.3,12,1,CN(C)CCCN(C(=O)c1ccc(N2C(=O)CCC2=O)cc1)c1nc2c(F)cccc2s1
.,-4,-3.2,8,-6,-14,-1.6,-2,0,CCOC(=O)C1CCN(C(=O)c2cc(S(=O)(=O)N3CCCCC3)ccc2C)CC1
-12,-3,-2.5,11,6,-2,-3.0,8,-2,Cc1ccc(C(=O)NNC(=O)CSc2nc(N)cc(N)n2)cc1

More structures follow.
PHOSPHO1 inh,IDE cell activ,VIM-2 inh,GPR7 antagonist,PfM18AAP inh,pCIP destab,IMP-1 inh,NALP1 yeast inh,IDE cell inh,compound
14,0,-2.1,-6,-1,6,1.4,0,-4,CCN1CCN(C(=O)/C=C/c2ccc3c(c2)OCO3)CC1
7,-1,1.3,-4,-5,-1,0.3,35,5,COC(=O)c1c(NC(=O)c2ccccc2)sc(Cc2ccccc2)c1C
29,4,-2.6,-2,-6,-3,-1.6,19,-5,CCN(CC)S(=O)(=O)c1ccc2c(c1)N(CC(=O)NCCN1CCOCC1)C(=O)CO2
43,-4,-5.2,0,9,0,-4.8,12,1,Cc1c(C(=O)NNC(=O)Nc2ccc([N+](=O)[O-])cc2)oc2ccccc12
23,4,-2.1,6,0,2,-2.8,-60,-2,COc1ccc(N(CC(=O)Nc2ccc(C)c(C)c2)C2=NC3CS(=O)(=O)CC3S2)cc1 (configuration not stated)
.,3,-1.8,-6,1,-19,-3.3,15,-2,O=C(Nc1ccc2c(c1)OCCO2)c1cc(F)c(F)cc1Cl
30,-4,-0.2,-3,-9,2,-0.3,11,-2,O=C(N/N=C/c1cccc(OCc2ccccc2)c1)c1cccs1
-4,5,-1.0,-7,-1,-12,-5.3,32,-1,CCOC(=O)Cc1csc(SCC(=O)NC2CCCCC2)n1
4,1,-2.1,-13,2,3,-3.4,15,7,CC1(C)Cc2nc3sc4c(SCC(=O)O)ncnc4c3cc2CO1
47,-1,-1.4,-6,-4,-3,-2.3,-19,8,COc1ccc(C(=O)N2CCN(c3ccccn3)CC2)cc1[N+](=O)[O-]
-18,-3,-2.8,-5,-5,-6,-2.5,4,0,COc1ccc(C(=O)NC(=S)Nc2ccc(Cl)c(C(=O)O)c2)cc1
28,2,0.3,14,-3,-12,-1.2,10,-4,N#C/C(=C\c1ccccn1)c1ccccn1
-14,3,-0.3,3,-1,-8,-1.1,-4,6,CCOc1ccccc1C(=O)NCc1ccco1
-1,0,-1.2,-21,-2,-3,-2.8,3,-2,CCOc1cc2[nH]c(=O)n(Cc3ccc(C(=O)NCCCN4CCCC4=O)cc3)c(=O)c2cc1OCC
-18,15,-2.0,2,-16,-18,-0.5,-7,10,CCOC(=O)c1cn2nc(Oc3ccc(NC(C)=O)cc3)ccc2n1
34,8,-1.4,-8,1,-8,-2.3,-7,1,Cc1cc(-c2c(C)[nH]n(-c3ccc(Cl)cc3)c2=O)n(-c2ccc(Cl)cc2)n1
10,3,-4.7,-1,6,-9,-3.4,14,2,Clc1ccccc1Cc1noc(CN2CCN(Cc3ccccn3)CC2)n1
20,3,-2.2,-6,4,11,-2.8,-6,2,COCCCNc1nnc(Cc2ccccc2)c2ccccc12
10,-4,-5.4,-9,0,4,-3.6,11,4,O=S(=O)(CCc1nnc(-c2ccc(Br)cc2)o1)c1ccc(Cl)cc1

Hits appear at their usual frequency. About 5.3% of those tested had a hit in this group.
